Screens: PubChem, several laboratories
TcdB inh = inhibitors of Clostridioides difficile toxin B glycohydrolase | P18177 | TcdB glycohydrolase enzymatic assay, plate reader | inhibition, % at 9.99 µM | hit rate 0.24% among 350,000; in the data active = inhibition above about 10%
3CLpro inhibitor = SARS-CoV 3CLpro protease inhibition; recombinant SARS-CoV 3CLpro, quenched FRET peptide cleavage; hit rate 0.14% among 290,000; AID 1706; inhibition, % at 6 µM; P0C6X7; in the data active = inhibition above about 12%
PfHsp40 yeast = compounds rescuing yeast from Plasmodium falciparum HSP40 toxicity; S. cerevisiae expressing PfHsp40, growth rescue, ATP luminescence; growth rescue, % at 12.5 µM; hit rate 0.68% among 340,000; in the data active = growth rescue above about 28%, passing the limit was not always enough; inconclusive = no clear call, values can overlap the other calls;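 also: yeast W303a lacking pdr1 and pdr3 grown in galactose medium; growth measured after three days at 30 °C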
Anthrax LF inh2 = inhibitors of Bacillus anthracis lethal factor protease; P15917; multiplex microsphere protease cleavage assay, LF; inhibition, % at 10 µM; hit rate 0.12% among 360,000; AID 588501; also: plate controls were buffer without enzyme for full effect and enzyme alone for no effect
Target sequence (P15917 whole entry, looked up): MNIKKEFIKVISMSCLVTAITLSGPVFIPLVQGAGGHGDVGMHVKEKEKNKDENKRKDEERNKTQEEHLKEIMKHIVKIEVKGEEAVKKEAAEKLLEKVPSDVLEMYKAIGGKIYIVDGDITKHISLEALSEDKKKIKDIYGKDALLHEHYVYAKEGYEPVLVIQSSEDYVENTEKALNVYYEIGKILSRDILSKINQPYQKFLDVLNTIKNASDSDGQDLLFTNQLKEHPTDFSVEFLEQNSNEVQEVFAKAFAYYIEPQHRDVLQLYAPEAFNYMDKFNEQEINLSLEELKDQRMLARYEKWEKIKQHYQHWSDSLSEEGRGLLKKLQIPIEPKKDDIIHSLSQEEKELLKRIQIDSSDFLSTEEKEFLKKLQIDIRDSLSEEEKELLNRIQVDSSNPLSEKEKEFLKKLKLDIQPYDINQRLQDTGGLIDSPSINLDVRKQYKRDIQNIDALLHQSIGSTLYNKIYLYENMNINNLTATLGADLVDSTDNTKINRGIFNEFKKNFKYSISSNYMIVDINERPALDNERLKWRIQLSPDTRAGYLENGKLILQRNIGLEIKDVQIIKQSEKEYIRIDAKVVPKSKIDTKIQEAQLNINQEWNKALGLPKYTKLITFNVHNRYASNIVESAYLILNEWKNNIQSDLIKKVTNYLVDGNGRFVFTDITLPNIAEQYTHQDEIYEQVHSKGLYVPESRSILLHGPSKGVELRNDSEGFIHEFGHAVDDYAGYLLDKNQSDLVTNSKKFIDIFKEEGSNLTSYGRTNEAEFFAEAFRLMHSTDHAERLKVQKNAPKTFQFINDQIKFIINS
BH1578 lux ind = inducers of Vibrio cholerae quorum light production without autoinducers | AID 588436 | V. cholerae BH1578 lux reporter, luminescence, 6 h | activation, % at 18.7 µM | hit rate 0.16% among 350,000; in the data active = activation mostly above about 9.7%, no sharp cut-off; inconclusive = no clear call, values can overlap the other calls; inactive = mostly below about 3.7%; also: not every result past the cut was called active; inactives centre near 0; reference of the scale not given here
PriA SSB inh = blocks PriA binding to SSB C-terminal tail; AlphaScreen SSBct-PriA binding, biotinylated peptide; inhibition, % at 33 µM; hit rate 0.6% among 430,000; in the data active = inhibition mostly above about 37%, no sharp cut-off; inactive = mostly below about 20%;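 also: plate controls were negative control peptide for no effect and reference peptide for full effect; strong numbers were not always called active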
Yp Topo-I inh = blocks Yersinia pestis topoisomerase I activity; AID 504884; Y. pestis Topo-I cleavage product accumulation, plate reader; activity, % at 10 µM; hit rate 0.064% among 360,000; in the data active = activity above about 50%, passing the limit was not always enough; inconclusive = no clear call, values can overlap the other calls; also: inactives centre near 2
VHR inh abs = DUSP3 (human) phosphatase inhibition; recombinant VHR phosphatase, pNPP absorbance; inhibition, % at 13.3 µM; hit rate 0.52% among 290,000; P51452; in the data active = inhibition above about 50%; also: some compounds called inactive have numbers as strong as hits
Target sequence (P51452 whole entry, looked up): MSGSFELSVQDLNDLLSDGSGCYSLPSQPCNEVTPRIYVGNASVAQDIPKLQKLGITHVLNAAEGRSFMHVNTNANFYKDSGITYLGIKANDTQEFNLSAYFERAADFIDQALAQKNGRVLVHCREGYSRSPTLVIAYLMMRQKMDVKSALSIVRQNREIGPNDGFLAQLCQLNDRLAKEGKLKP
CCHFV vOTU inh = blocks the CCHF virus ovarian tumor domain protease | inhibition, % at 11.5 µM | hit rate 0.55% among 370,000 | CCHFV vOTU protease, Pep-AMC fluorescence | AID 651958; in the data active = inhibition above about 30%; also: 0% = vehicle wells with enzyme and 100% = no enzyme wells
BoNT-A LC inh2 = BoNT A light chain protease inhibition; multiplex microsphere protease substrate cleavage, flow cytometry; inhibition, % at 10 µM; hit rate 0.17% among 360,000; AID 588499; also: plate controls were buffer without enzyme for full effect and enzyme alone for no effect
* hit, by the source's call; & = joins results of further samples. Rule as the data show it, unless noted: active = inhibition above about 30%; inconclusive = no clear call, values can overlap the other calls; inactive = below that.

How did CC1CCN(C2=NC(=O)/C(=C/c3cn(-c4ccccc4)nc3-c3cccc(S(=O)(=O)N(C)C)c3)S2)CC1 do in these assays?
3CLpro inhibitor: 0; PfHsp40 yeast: 0.0; Anthrax LF inh2: -4; BH1578 lux ind: -0.3; PriA SSB inh: 5; Yp Topo-I inh: 15; VHR inh abs: 8; CCHFV vOTU inh: 1; BoNT-A LC inh2: -0.6

How did CN(C)C(CNC(=O)CCc1nc2ccccc2s1)c1ccccc1 (configuration not stated) do in these assays?
TcdB inh: 0.1; 3CLpro inhibitor: -1; PfHsp40 yeast: 0.0; Anthrax LF inh2: -7; BH1578 lux ind: inactive; PriA SSB inh: -4; Yp Topo-I inh: -8; VHR inh abs: 7; CCHFV vOTU inh: 10; BoNT-A LC inh2: 1.9

How did COc1ccc(-c2nc(=S)[nH][nH]2)cc1 do in these assays?
3CLpro inhibitor: 2; PfHsp40 yeast: 1.2; Anthrax LF inh2: -2; BH1578 lux ind: inactive; PriA SSB inh: -5; Yp Topo-I inh: -3; VHR inh abs: 12; CCHFV vOTU inh: 12; BoNT-A LC inh2: -0.2

What do the screens show for `O=c1cc(CN2CCN(c3ccc(O)cc3)CC2)nc2scc(-c3ccccc3)n12`?
TcdB inh: -12; 3CLpro inhibitor: -1; PfHsp40 yeast: -0.4; Anthrax LF inh2: -2; BH1578 lux ind: -1.3; PriA SSB inh: 8; Yp Topo-I inh: -3; VHR inh abs: 32; CCHFV vOTU inh: 10; BoNT-A LC inh2: 0.1

How did CNc1n[nH]c(=S)s1 do in these assays?
TcdB inh: 24*; 3CLpro inhibitor: 1; PfHsp40 yeast: 1.1; Anthrax LF inh2: 2; BH1578 lux ind: 0.6; PriA SSB inh: 7; Yp Topo-I inh: -6; VHR inh abs: 21; CCHFV vOTU inh: -7; BoNT-A LC inh2: -4.1

What do the screens show for `CSc1ccc(Cl)c(C(=O)N2CCN(c3ncccn3)CC2)c1`?
TcdB inh: -1.3; PfHsp40 yeast: -0.4; Anthrax LF inh2: -3; BH1578 lux ind: -3.1; PriA SSB inh: -8; Yp Topo-I inh: 8; CCHFV vOTU inh: 2; BoNT-A LC inh2: 2.5

How did CCC(c1nnc(SCC(=O)N2CC(=O)Nc3ccccc32)n1Cc1ccccc1)N(C)C (configuration not stated) do in these assays?
3CLpro inhibitor: 5; PfHsp40 yeast: -0.7; Anthrax LF inh2: 1; BH1578 lux ind: inactive; PriA SSB inh: -8; Yp Topo-I inh: 2; VHR inh abs: 23; CCHFV vOTU inh: 11; BoNT-A LC inh2: 0.3

How did CC1(C)CC(N(CCc2ccccc2)Cc2ccccc2)CCO1 (configuration not stated) do in these assays?
TcdB inh: 0.0; 3CLpro inhibitor: -4; PfHsp40 yeast: -0.3; Anthrax LF inh2: -4; BH1578 lux ind: -0.4; PriA SSB inh: -27; Yp Topo-I inh: 36; VHR inh abs: 8; CCHFV vOTU inh: 13; BoNT-A LC inh2: -1.0

How did CCOC(=O)N1CCN(C(=O)CN(CC)S(=O)(=O)c2cc(C)ccc2OC)CC1 do in these assays?
TcdB inh: 1.4; 3CLpro inhibitor: 1; PfHsp40 yeast: -0.8; Anthrax LF inh2: -4; BH1578 lux ind: -1.1; PriA SSB inh: -4; Yp Topo-I inh: 6; VHR inh abs: 19; CCHFV vOTU inh: 5; BoNT-A LC inh2: 2.2

How did S=c1[nH]nc(-c2ccccc2)n1/N=C/c1c[nH]c2ccccc12 do in these assays?
3CLpro inhibitor: 4; PfHsp40 yeast: -1.1; Anthrax LF inh2: -6; BH1578 lux ind: -3.3; Yp Topo-I inh: -10; VHR inh abs: 64; CCHFV vOTU inh: -8; BoNT-A LC inh2: 0.8

Results for C/C(=N/NC(=O)c1ccn(C)n1)c1ccncc1 ?
TcdB inh: -0.5; 3CLpro inhibitor: 1; Anthrax LF inh2: -6; BH1578 lux ind: -1.4; Yp Topo-I inh: 8; VHR inh abs: -5; CCHFV vOTU inh: -1; BoNT-A LC inh2: -0.3

How did O=C(CCN1C(=O)c2ccccc2C1=O)Nc1sc2c(c1C(=O)NCC1CCCO1)CCC2 (configuration not stated) do in these assays?
3CLpro inhibitor: -6; PfHsp40 yeast: -1.0; Anthrax LF inh2: -2; BH1578 lux ind: inactive; PriA SSB inh: 3; Yp Topo-I inh: 16; VHR inh abs: 2; CCHFV vOTU inh: -1; BoNT-A LC inh2: 0.2

How did COC(=O)c1ccc(OCC(=O)NC2CCCCCCC2)cc1 do in these assays?
TcdB inh: 3.7; PfHsp40 yeast: 2.4; Anthrax LF inh2: -1; BH1578 lux ind: inactive; PriA SSB inh: 5; Yp Topo-I inh: 23; CCHFV vOTU inh: 3; BoNT-A LC inh2: -0.3

How did COc1ccc2c(C)c(CC(=O)N3C[C@H]4C[C@@H](C3)c3cccc(=O)n3C4)c(=O)oc2c1C do in these assays?
TcdB inh: -1.7; 3CLpro inhibitor: -2; PfHsp40 yeast: 6.8; Anthrax LF inh2: -6; BH1578 lux ind: -0.3; Yp Topo-I inh: 1; VHR inh abs: 9; CCHFV vOTU inh: -82; BoNT-A LC inh2: -1.2

What do the screens show for `O=C(CSc1ccc(Cl)cc1)OCC(=O)N1CCN(c2ccccc2)CC1`?
TcdB inh: 1.1; PfHsp40 yeast: -1.0; Anthrax LF inh2: -3; BH1578 lux ind: -1.4; PriA SSB inh: -6; Yp Topo-I inh: 6; CCHFV vOTU inh: -5; BoNT-A LC inh2: -0.6

Results for CN(C)c1ccc(C(=O)NC2CCCc3ccccc32)cc1 (configuration not stated) ?
TcdB inh: 0.2; 3CLpro inhibitor: 2; PfHsp40 yeast: 0.7; Anthrax LF inh2: 1; BH1578 lux ind: inactive; PriA SSB inh: 5; Yp Topo-I inh: 0; VHR inh abs: 18; CCHFV vOTU inh: 0; BoNT-A LC inh2: -0.9

How did Cn1c2ccccc2c2n[nH]c(=S)nc21 do in these assays?
TcdB inh: 2.2; 3CLpro inhibitor: 3; PfHsp40 yeast: -1.1; Anthrax LF inh2: -9; BH1578 lux ind: inactive; PriA SSB inh: -4; Yp Topo-I inh: -1; VHR inh abs: 11; CCHFV vOTU inh: -6; BoNT-A LC inh2: -1.5

How did COC(=O)c1ccc2c(=O)n(CCN3CCOCC3)c(SCC(=O)c3ccccc3)nc2c1 do in these assays?
TcdB inh: 2.0; 3CLpro inhibitor: 1; PfHsp40 yeast: 0.4; Anthrax LF inh2: 4; BH1578 lux ind: -0.3; PriA SSB inh: 9; Yp Topo-I inh: 4; VHR inh abs: 13; CCHFV vOTU inh: 0; BoNT-A LC inh2: 0.0

Results for CN(C)S(=O)(=O)c1ccc(C(=O)OCC(=O)c2csc(N3CCCCC3)n2)cc1 ?
TcdB inh: 1.4; PfHsp40 yeast: 1.0; Anthrax LF inh2: 0; BH1578 lux ind: -0.5; PriA SSB inh: -9; Yp Topo-I inh: -1; CCHFV vOTU inh: 8; BoNT-A LC inh2: 0.0

Results for C=CCN1C(=O)C(CCCC)NC1=S (configuration not stated) ?
3CLpro inhibitor: 3; PfHsp40 yeast: -0.7; Anthrax LF inh2: 0; BH1578 lux ind: -0.1; PriA SSB inh: -9; Yp Topo-I inh: 0; VHR inh abs: 47; CCHFV vOTU inh: -17; BoNT-A LC inh2: -0.3

Results for CC(C)c1nnc(NC(=O)C2CCCCC2)s1 ?
TcdB inh: -0.4; 3CLpro inhibitor: -3; PfHsp40 yeast: -0.3; Anthrax LF inh2: -10; BH1578 lux ind: -1.1; PriA SSB inh: -6&-8; Yp Topo-I inh: 9; VHR inh abs: 38; CCHFV vOTU inh: -7; BoNT-A LC inh2: -0.8

What do the screens show for `Cc1nnc2c(SC(C)C)nc3ccccc3n12`?
TcdB inh: -3.5; 3CLpro inhibitor: -2; PfHsp40 yeast: 1.0; Anthrax LF inh2: -8; BH1578 lux ind: 0.4; PriA SSB inh: -1; Yp Topo-I inh: 5; VHR inh abs: 8; CCHFV vOTU inh: 3; BoNT-A LC inh2: -3.9

How did COCCOC(=O)c1ccc(NC(=O)COc2ccc([N+](=O)[O-])cc2)cc1 do in these assays?
TcdB inh: 0.6; 3CLpro inhibitor: -1; PfHsp40 yeast: 1.5; Anthrax LF inh2: -1; BH1578 lux ind: inactive; PriA SSB inh: 8; Yp Topo-I inh: 2; VHR inh abs: 15; CCHFV vOTU inh: 10; BoNT-A LC inh2: -0.2

What do the screens show for `CCOc1ccccc1Nc1nc(-c2sc(C)nc2C)cs1`?
TcdB inh: 1.9; 3CLpro inhibitor: 2; PfHsp40 yeast: 2.0; Anthrax LF inh2: 2; BH1578 lux ind: -0.5; PriA SSB inh: 8; Yp Topo-I inh: 1; VHR inh abs: 15; CCHFV vOTU inh: -4; BoNT-A LC inh2: 6.7

How did CC(=O)Nc1sc(C)c(C)c1C(=O)OCC(=O)N(C)c1c(N)n(Cc2ccccc2)c(=O)[nH]c1=O do in these assays?
TcdB inh: 1.3; PfHsp40 yeast: -0.7; Anthrax LF inh2: -2; BH1578 lux ind: inactive; PriA SSB inh: -15; Yp Topo-I inh: 13; CCHFV vOTU inh: -4; BoNT-A LC inh2: 1.9

How did COc1cc(OC)c(C(=O)/C=C/c2ccccc2)c(O)c1O do in these assays?
TcdB inh: 3.0; PfHsp40 yeast: inconclusive; Anthrax LF inh2: -6; BH1578 lux ind: -0.4; PriA SSB inh: 3; Yp Topo-I inh: -9; VHR inh abs: -1; CCHFV vOTU inh: 8; BoNT-A LC inh2: -0.6

How did COc1cccc(C(=O)CN2C(=O)C(C)(C)Oc3ccc(C(=O)N4CCCCCC4)cc32)c1 do in these assays?
3CLpro inhibitor: 0; PfHsp40 yeast: 1.1; Anthrax LF inh2: -3; BH1578 lux ind: inactive; PriA SSB inh: -1; Yp Topo-I inh: 20; VHR inh abs: -5; CCHFV vOTU inh: 14; BoNT-A LC inh2: -0.4

How did COc1ccc(/C=C2\SC(=S)N(CCCC(=O)N3CCCCC3CCO)C2=O)cc1 (configuration not stated) do in these assays?
TcdB inh: 1.4; 3CLpro inhibitor: 5; PfHsp40 yeast: 0.4; Anthrax LF inh2: 1; BH1578 lux ind: -1.6; PriA SSB inh: 10; Yp Topo-I inh: 24; VHR inh abs: 30; CCHFV vOTU inh: 3; BoNT-A LC inh2: -0.5

How did Clc1ccccc1OCc1nc(-c2ccccn2)no1 do in these assays?
3CLpro inhibitor: 3; PfHsp40 yeast: 1.6; Anthrax LF inh2: -1; BH1578 lux ind: 1.0; PriA SSB inh: -1; Yp Topo-I inh: 4; VHR inh abs: 10; CCHFV vOTU inh: 9; BoNT-A LC inh2: -0.1

How did O=C(Cc1ccccc1)NC(NCCc1ccccc1)C(Cl)(Cl)Cl (configuration not stated) do in these assays?
3CLpro inhibitor: -1; PfHsp40 yeast: 4.6; Anthrax LF inh2: 0; BH1578 lux ind: -0.1; PriA SSB inh: -11; Yp Topo-I inh: -2; VHR inh abs: 45; CCHFV vOTU inh: 5; BoNT-A LC inh2: -0.2

How did C[C@]12c3[nH]c4cc(-c5ccco5)ccc4c3CCN1C(=O)[C@@H](CC(=O)NCCc1ccccn1)C[C@@H]2C(=O)N1CCCCC1 do in these assays?
TcdB inh: 1.7; PfHsp40 yeast: -0.2; Anthrax LF inh2: 0; BH1578 lux ind: -0.2; PriA SSB inh: -6; Yp Topo-I inh: 34; CCHFV vOTU inh: -32; BoNT-A LC inh2: 0.3

How did Cc1ccccc1NCC(=O)N/N=C\C=C\c1cccc([N+](=O)[O-])c1 do in these assays?
TcdB inh: 0.4; 3CLpro inhibitor: 2; PfHsp40 yeast: 2.2; Anthrax LF inh2: -1; BH1578 lux ind: -0.2; Yp Topo-I inh: -12; VHR inh abs: 0; CCHFV vOTU inh: 15; BoNT-A LC inh2: -0.5

Some of the compounds tested; rates above refer to the full screens.
